Source: PubChem BioAssay
FBPA coupling cs: qHTS Assay for Inhibitors of Fructose-1,6-bisphosphate Aldolase from Giardia Lamblia: Coupling assay counterscreen | coupling enzyme system counterscreen, AmpLite Red fluorescence | activity change, negative = inhibition, % at 58.2 µM, hits read low | 0.67% of 290,000 active | AID 2472, 2010; in the data active means activity change below about -30%; further: on the % scale 0 is the no-effect control and ±100 the full control effect
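Counterscreen lacking aldolase: glyceraldehyde-3-phosphate coupling-enzyme reagent preincubated 10 min at RT with compound (at 57.5 uM final), then substrate/coupling system with AmpLite Red added; fluorescence read at 525/598 nm after 20 min RT.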
PKM2 activator: qHTS Assay for Activators of Human Muscle isoform 2 Pyruvate Kinase; Pyruvate kinase PKM (Homo sapiens), P14618; purified PKM2, Kinase-Glo ATP luminescence, activation; response scale: 0% is enzyme alone, no compound; Potency, µM (titrated, usually from 57.5 µM), without a hit: at the top dose activation, usual class: activators; 0.34% of 260,000 active; further: potency means the concentration at half of the fitted maximal effect; on the % scale 0 is the no-effect control and ±100 the full control effect; nearly all actives have a fitted effect of over 55% in size
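hPK-M2, >95% pure; 0.1 mM ADP / 0.5 mM PEP final; imidazole pH7.2 buffer w/ 7 mM MgCl2, 50 mM KCl; 1 h RT; Kinase-Glo lum. Intermediate enzyme activity for dual inhibitor/activator qHTS.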
USP2a block: qHTS Assay for Inhibitors of Ubiquitin-specific Protease USP2a Using CHOP2 as the Reporter | 0.01% of 330,000 active | USP2 core, Ub-CHOP2 coupled fluorogenic reporter, 485/531 | Potency, µM (highest dose often 38.3 µM), inactives show at the top dose activity change, negative = inhibition, hits mostly inhibitors;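 further: potency means the concentration at half of the fitted maximal effect; plate controls were DMSO wells for no effect and full inhibition by NEM control for full effect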
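USP2 core (10nM final) preincubated 30min RT with compound in 20mM Tris-HCl pH 8.0, 2mM CaCl2, 2mM beta-mercaptoethanol, 0.05% CHAPS; 25nM Ub-CHOP2 plus 25nM reporter substrate added, fluorescence (Ex485/Em531) read after 60min.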
CXXC DNA block: qHTS Fluorescence Polarization Assay for Inhibitors of MLL CXXC domain - DNA interaction; Potency, µM (series often up to 115 µM), for the others: at the top dose activity change, negative = inhibition, usual class: inhibitors; Histone-lysine N-methyltransferase 2A (Homo sapiens), Q03164; 0.037% of 290,000 active; MLL-CXXC / FITC-HOXA9 DNA fluorescence polarization; active means well fitted inhibition curve with a large enough effect in the polarisation, with a control signal flat, not every such curve was filed as active; inconclusive means small, poorly fitted or top-dose-only effect, or effect the other way, or a change in a side signal; inactive means no such curve, though single readings can be large or run the other way; the % refers to the polarisation; further: potency means the concentration at half of the fitted maximal effect
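Fluorescence polarization: 7 uM MLL-CXXC (stock) preincubated 5 min with compounds, then 50 nM fluorescein-HOX-A9 DNA (stock) added; 30 min ambient. Buffer 50 mM Tris-HCl pH 7.5, 50 mM NaCl, 1 mM DTT, 0.05% BSA.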
Menin MLL FP TR: qHTS Assay for Inhibitors Targeting the Menin-MLL Interaction in MLL Related Leukemias: Competition With Texas Red Labeled MLL-derived Mutant Peptide; O00255; AID 1768, 2009; 0.23% of 270,000 active; Potency, µM (highest dose often 61.6 µM), without a hit: at the highest dose FP activity change, negative = inhibition, hits mostly inhibitors; Menin + Texas Red MLL mutant peptide, fluorescence polarization; active means well fitted inhibition curve with a large enough effect in the polarisation, with a control signal flat, not every such curve was filed as active; inconclusive means small, poorly fitted or top-dose-only effect, or effect the other way, or a change in a side signal; inactive means no such curve, though single readings can be large or run the other way; the % refers to the polarisation; further: potency means the concentration at half of the fitted maximal effect; % of control where 0% means no effect; many of its hits are not listed in these tables
KCNH2 3.1 block: qHTS for Inhibitors of KCHN2 3.1: Mutant qHTS; Potassium voltage-gated channel subfamily H member 2, brain isoform KCNH2 3.1 (human); U2OS KCNH2 3.1, thallium flux FluxOr; active compounds read low; activity change, % (tested at about 1.8 µM); 0.95% of 340,000 active;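 active means maximum activity change below -70%; inconclusive means maximum activity change from -70% to -50%; inactive means maximum activity change above -50%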;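 further: thallium influx rate constant from kinetic fluorescence after stimulation buffer; on the % scale 0 is the no-effect control and ±100 the full control effect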
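Thallium flux via FluxOr fluorescence (Red40 quencher, 45 min loading) in U2OS cells virally expressing the KCNH2 3.1 isoform (1.77 x 10^8 /mL virus, overnight at 37 C). Rate constants from 2-min kinetic reads post-stimulation, normalised to positive and negative controls.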
Giardia kill: Small Molecules that selectively kill Giardia lamblia: qHTS; Giardia lamblia trophozoite viability; activity change, % at 7.66 µM, hits read low; 0.15% of 340,000 active; AID 540267, 2011; in the data active means activity change below about -80%; inconclusive means between about -30% and that limit;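 further: parasites exposed to compound for two days anaerobically before the ATP read; on the % scale 0 is the no-effect control and ±100 the full control effect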
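Trophozoite viability was measured as ATP-dependent luminescence, read 15-30 min after reagent addition. Before that, parasites at 100 cells/well were exposed to compounds for 48 h, anaerobically, at 37 deg C.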
KCNH2 WT inh: qHTS for Inhibitors of KCHN2 3.1: Wildtype qHTS; Voltage-gated inwardly rectifying potassium channel KCNH2 (Homo sapiens), Q12809; U2OS, BacMam KCNH2, thallium flux FluxOr; active compounds read low; activity change, % at 1.84 µM; 0.37% of 340,000 active;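 active means maximum activity change below -70%; inconclusive means maximum activity change between -70% and -50%; inactive means maximum activity change above -50%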; further: on the % scale 0 is the no-effect control and ±100 the full control effect
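U2OS cells transduced with wild-type KCNH2 virus are loaded with FluxOr dye for 45 min, and thallium flux is measured in kinetic reads before and after stimulation buffer. Rate constants are normalized to DMSO controls.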
TRPV1 ag: HTS Assay for Compounds that Act as Agonists of the Vanilloid Receptor 1 | TRPV1-expressing cells, Fluo-8 calcium influx, agonist mode | Transient receptor potential cation channel subfamily V member 1 (Homo sapiens), Q8NER1 | activation, % at 8.33 µM | AID 540275, 2011 | 0.19% of 320,000 active; in the data active means activation above about 80%; inconclusive means between about 30% and that limit; further: 0% is about no effect
Target sequence (Q8NER1 whole entry, looked up): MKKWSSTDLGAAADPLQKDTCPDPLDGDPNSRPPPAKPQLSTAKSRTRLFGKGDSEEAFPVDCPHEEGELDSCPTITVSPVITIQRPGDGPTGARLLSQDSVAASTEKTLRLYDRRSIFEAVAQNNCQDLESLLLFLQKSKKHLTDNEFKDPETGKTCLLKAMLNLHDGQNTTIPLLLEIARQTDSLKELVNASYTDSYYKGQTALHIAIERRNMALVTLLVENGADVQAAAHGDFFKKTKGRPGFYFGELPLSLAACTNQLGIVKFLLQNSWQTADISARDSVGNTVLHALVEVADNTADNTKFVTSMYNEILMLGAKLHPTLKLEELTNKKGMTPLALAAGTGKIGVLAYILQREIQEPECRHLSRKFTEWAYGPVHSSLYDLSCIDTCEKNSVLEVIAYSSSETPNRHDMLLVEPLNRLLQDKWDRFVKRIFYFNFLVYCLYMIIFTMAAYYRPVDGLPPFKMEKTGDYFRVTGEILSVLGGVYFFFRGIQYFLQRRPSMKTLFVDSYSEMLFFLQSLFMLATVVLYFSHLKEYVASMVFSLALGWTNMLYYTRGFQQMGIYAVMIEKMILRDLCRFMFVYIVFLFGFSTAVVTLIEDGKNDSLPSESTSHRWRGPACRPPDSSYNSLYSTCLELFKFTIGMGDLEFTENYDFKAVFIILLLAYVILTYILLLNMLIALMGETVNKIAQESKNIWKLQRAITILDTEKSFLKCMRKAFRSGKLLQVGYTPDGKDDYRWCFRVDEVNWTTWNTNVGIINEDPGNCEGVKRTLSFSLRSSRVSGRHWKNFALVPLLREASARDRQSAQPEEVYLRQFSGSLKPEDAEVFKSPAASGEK
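TRPV1-expressing cells were cultured overnight at 35.5C and loaded with Fluo-8 calcium dye for 40 to 90 min at room temperature. After a 10 s baseline, compound was added and calcium influx was read kinetically for 3 min (ex 480/em 520 nm).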
GALK inhibitor: qHTS Assay for Inhibitors of Human Galactokinase (GALK). P51570. Purified GALK, Kinase-Glo residual ATP luminescence. Potency, µM (highest dose often 57.5 µM), for inactives: top-dose activity change, negative = inhibition, most hits filed as inhibitors. 0.007% of 270,000 active. AID 1868, 2009; further: potency means the concentration at half of the fitted maximal effect; on the % scale 0 is the no-effect control and ±100 the full control effect
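5 nM enzyme, 35 uM ATP, 100 uM galactose, 20 mM HEPES pH8.0, 5 mM MgCl2; 1 h RT; residual ATP by Kinase-Glo Plus luminescence, qHTS format.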
B2AR arrestin: qHTS assay of beta-arrestin-biased ligands of beta2-adrenergic receptor; Beta-2 adrenergic receptor (Homo sapiens), P07550; beta-arrestin recruitment to beta2AR, cell-based reporter; Potency, µM (doses to about 46.1 µM), inactives show at the top dose activation, actives largely listed as activators; 0.02% of 330,000 active;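 further: potency means the concentration at half of the fitted maximal effect; 0% = DMSO controls and full agonism = EC100 isoproterenol or metaproterenol; nearly all actives have a fitted effect of over 65% in size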
An asterisk follows results filed as active; u = inconclusive; x = no result given; [ ] = remark or other dose. Unless noted, the call rests on the fitted dose curve; in most records, active means well fitted curve in the direction sought with a large enough effect; inconclusive means small, poorly fitted or top-dose-only effect, or another doubt; inactive means no such curve, though single readings can be large; an effect the other way counts as inactive or inconclusive. This is a subset; rates above refer to the full screens.

SMILES | FBPA coupling cs | PKM2 activator | USP2a block | CXXC DNA block | Menin MLL FP TR | KCNH2 3.1 block | Giardia kill | KCNH2 WT inh | TRPV1 ag | GALK inhibitor | B2AR arrestin
CCC(=O)Nc1ccc(-c2nnc(SCC(=O)NCC3CCCO3)n2C)cc1 (stereo not given) | 0 | -2% | -6% | -2% | 12% | 5 | 38[activator] | -11 | 0 | 0% | -0.2%
CC(C)(CO)NC(=O)CCCOc1ccc(Cl)cc1Cl | 9 | 2% | 2% | -1% | 1% | 12 | -9 | 6 | 27 | -4% | -0.1%
CCCC(=O)NC(Nc1c(C)n(C)n(-c2ccccc2)c1=O)C(Cl)(Cl)Cl (stereo not given) | 2 | -5% | 3% | 4% | -14% | -3 | -1 | 6 | 3 | 4% | 0.0%
CC[C@H]1C(O)C[C@H]2CCN3C(=O)CCC[C@H]1[C@H]23 (stereo not given in full) | 4 | x | -1% | x | -10%[94.6 µM] | -5 | 23 | 3 | x | x | 4.2%
CN(C(=O)c1ccc(Oc2ccc([N+](=O)[O-])cc2)cc1)C1CCCCC1 | -2 | -5% | 1% | -5% | u | -4 | -13 | 5 | u | -1% | -0.8%
O=C(OCc1cn(-c2ccc(Cl)c(Cl)c2)nn1)c1ccccc1 | 0 | -2% | 2% | 2% | -12% | 2 | 6 | -7 | u | 3% | 0.0%
O=c1[nH]c(=O)n(C2OC(CO)C(O)C2O)cc1Br (stereo not given) | 4 | 5% | 0% | 6% | 17% | -1 | -5 | 0 | 0 | -3% | -0.2%
Cc1ccc(S(=O)(=O)N2CCC(C(=O)OC(C)C(=O)NC3CCCCC3C)CC2)cc1C (stereo not given) | x | x | -1% | x | x | -2 | -1 | 2 | 2 | x | 0.1%
N#Cc1c(SCC(N)=O)nsc1SCc1ccccc1Cl | 10 | u | 0% | 9% | 4% | -6 | 21 | -9 | u | -1% | -0.2%
C=CCn1c(SCC(=O)N2CCOCC2)nc2sc3c(c2c1=O)CCCC3 | 1 | 2% | 0% | 2% | -25% | -12 | -10 | 7 | u | 0% | -0.1%
O=C(O)Cn1cnc2c(OCc3ccccc3)ncnc21 | x | x | 5% | x | x | -1 | -13 | 6 | x | x | -0.3%
CC1CCCC(C)N1C(=O)CN1C(=O)NC2(CCOc3ccccc32)C1=O (stereo not given) | x | x | 0% | x | x | 21 | 12 | 0 | -2 | x | -1.8%
NC(=O)C1CCN(C(=O)COc2ccc(Nc3ccccc3)cc2)CC1 | -4 | 11% | 13% | -12% | x | -5 | 35[activator] | -4 | 2 | -2% | -0.5%
Cc1ccc(C(=O)COC(=O)CN2C(=O)C3C4C=CC(C4)C3C2=O)cc1[N+](=O)[O-] (stereo not given) | 2 | 1% | -1% | 11% | u | -9 | 0 | -3 | -4 | 1% | 0.3%
O=C(CSc1nnc2ccccn12)Nc1ccc(N2CCOCC2)cc1 | x | x | 5% | x | x | -1 | -2 | 5 | x | x | -0.2%
O=C(CN1CCN(c2ccc([N+](=O)[O-])cc2)CC1)c1ccccc1 | -2 | x | -2% | -8% | 18% | -8 | -17 | 1 | 1 | 5% | 0.5%
COc1ccc(S(=O)(=O)N(C)CC(=O)Nc2ccccc2SC)cc1 | -2 | -17% | -1% | 1% | 8% | 9 | 11 | 1 | -3 | -2% | 0.0%
O=C(c1ccco1)N1c2ccccc2Sc2ccccc21 | 0 | -15% | -10% | -2% | 13% | 4 | -2 | 4 | -1 | -2% | 0.3%
Cc1ccsc1/C=N/n1c(C2CCCCC2)n[nH]c1=S | 2 | 3% | 0% | -2% | 5% | 16 | -6 | -8 | -1 | 2% | 0.2%
O=C(CSc1nnc(-c2ccccc2)o1)c1ccc2c(c1)OCCO2 | 2 | 3% | 4% | 22% | 5% | -7 | 20 | -6 | 1 | 4% | -0.1%
O=C(NCC1COc2ccccc2O1)c1cccc(S(=O)(=O)NCc2ccccc2)c1 (stereo not given) | x | x | -1% | x | x | -9 | u | -1 | -2 | x | 0.4%
CC(C(=O)O/N=C(\N)c1ccccn1)c1ccc([N+](=O)[O-])cc1 (stereo not given) | 1 | 4% | -1% | 0% | 0% | u | -23 | 0 | 0 | -7% | 0.1%
CN(C(=O)CSc1nnc(-c2ccco2)o1)C1CCCCC1 | -1 | 5% | -4% | 6% | 7% | 0 | -1 | -12 | 13 | 2% | -0.9%
Cc1cc(C)c(N(CC(=O)NCc2ccccc2)C(=O)c2csnn2)c(C)c1 | 0 | 2% | 2% | 43%[activator] | -6% | 14 | -3 | 2 | 22 | -1% | 0.4%
CC(=O)c1ccc(OCc2ccc(Oc3c(Cl)cccc3[N+](=O)[O-])cc2)cc1 | -1 | 3% | 2% | 3% | 4% | 2 | -11 | -1 | 2 | 2% | -0.4%
c1ccc2c(c1)Sc1ccccc1-n1cnnc1-2 | -6 | 2% | 1% | -9% | -2% | -5 | 4 | -1 | 2 | -5% | -0.5%
O=c1cnnc(N/N=C/c2ccccn2)[nH]1 | -18 | -2% | 0% | 6% | x | 6 | -3 | -7 | 2 | -2% | -0.6%
CCN1C(=O)/C(=C2\SC(=S)N(CC3CCCO3)C2=O)c2ccccc21 (stereo not given) | 3 | -3% | -1% | -4% | -1% | x | x | x | 0 | 6% | -0.4%
Cc1cc(C(=O)Nc2ccccc2C)c2ccccc2n1 | 1 | 3% | 2% | -11% | -12% | 2 | 9 | -5 | 2 | 1% | -0.2%
C/C(=N\Nc1ccc(S(=O)(=O)Nc2ccc(Cl)cc2)cc1[N+](=O)[O-])c1ccc(N2CCOCC2)cc1 | -2 | -2% | 0% | 4% | u | -2 | 14 | 1 | -1 | 1% | -2.2%
Cc1nc(-c2ccccc2)sc1C1(C)CC(c2ccc(OC(F)(F)F)cc2)=NO1 (stereo not given) | 0 | -3% | -5% | 4% | x | -19 | -8 | -6 | 4 | 4% | -0.6%
O=C(CBr)c1ccc([N+](=O)[O-])c(CS(=O)(=O)c2ccc(Cl)cc2)c1 | 1 | x | -5% | u | 80%[activator] | -7 | -25 | -2 | 20 | 1% | -0.7%
O=C1CCN(CCc2ccccc2)CCN1[C@H](CSc1ccccc1)c1ccccc1 | 6 | 1% | -4% | 4% | 0% | -101* | 2 | -134* | 23 | x | 0.2%
Nc1nnn(CC(=O)N/N=C/c2cccc(Cl)c2)n1 | 0 | 1% | 8% | -8% | x | -26 | 9 | -9 | 1 | 1% | -0.2%
O=[N+]([O-])c1cccnc1NCCNc1ncc(C(F)(F)F)cc1Cl | 0 | 15% | -2% | 10% | 18% | 0 | -16 | -2 | -1 | 1% | -0.2%
COc1cc(CN2CCC(C(=O)NCCC(C)C)CC2)ccc1OCc1ccccc1 | 1 | 2% | 1% | 26% | u | -15 | -25 | 28 | 18 | -2% | -0.2%
Cn1c(NC(=O)/C=C\c2ccccc2)cc(=O)n(C)c1=O | 0 | -3% | -1% | 10% | 17% | -23 | 1 | -9 | 3 | -1% | -0.6%
Cc1ccc(-c2[nH]n3c(=O)c4c(nc3c2C)CCCC4)cc1 | 5 | -1% | -9% | -3% | -26% | 10 | 1 | 2 | 3 | 3% | -0.1%
CCCCc1nnc(NC(=O)c2ccc(N3CCCC3=O)cc2)s1 | x | x | -1% | x | x | 2 | 6 | -11 | 0 | x | 0.3%
COC(=O)c1ccc(CN2CCCC(C(=O)c3ccccc3OC)C2)cc1 (stereo not given) | -1 | -6% | 0% | 5% | -7% | 2 | 9 | 29 | 5 | 4% | -0.4%
Cc1noc(C)c1S(=O)(=O)Nc1ccc(C(=O)NC2CCCCC2)cc1 | 0 | -3% | 1% | 3% | -14% | 9 | 12 | -37 | -1 | 2% | -0.6%
CCOCc1nnc(NC(=O)c2ccc(OC)cc2)s1 | 0 | 14% | 1% | -8% | -14% | 9 | -4 | 3 | -1 | 2% | -1.0%
